Screening data: PubChem, several laboratories
CHT allo act – allosterically activates the human high affinity choline transporter; Q9GZV3; CHT-expressing cells, membrane potential dye, choline EC20; stronger effect = higher value; LV-AA mutant CHT in HEK293 cells; B-score at 10 µM; actives 0.49% (n = 310,000); AID 488977;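 active means initial fluorescence not abnormally high and integrated response B-score, plate-corrected, over 3 SD above library mean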
Target sequence (Q9GZV3 whole entry, looked up): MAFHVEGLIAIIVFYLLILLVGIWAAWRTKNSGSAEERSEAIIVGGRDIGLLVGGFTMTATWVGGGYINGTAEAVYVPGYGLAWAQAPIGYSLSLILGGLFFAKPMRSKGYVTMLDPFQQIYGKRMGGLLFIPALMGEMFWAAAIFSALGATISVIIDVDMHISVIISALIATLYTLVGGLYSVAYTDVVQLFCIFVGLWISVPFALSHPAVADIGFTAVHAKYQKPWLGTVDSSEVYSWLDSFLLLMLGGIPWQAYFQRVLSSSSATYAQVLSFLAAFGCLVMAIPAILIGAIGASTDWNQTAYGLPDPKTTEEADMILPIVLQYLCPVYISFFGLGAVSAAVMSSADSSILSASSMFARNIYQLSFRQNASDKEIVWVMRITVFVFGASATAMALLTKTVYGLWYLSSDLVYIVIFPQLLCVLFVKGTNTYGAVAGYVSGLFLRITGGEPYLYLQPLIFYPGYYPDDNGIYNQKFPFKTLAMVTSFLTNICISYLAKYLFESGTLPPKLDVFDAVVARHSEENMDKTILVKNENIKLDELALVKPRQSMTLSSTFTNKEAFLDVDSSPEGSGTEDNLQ
OX1R antagonist – antagonists of human orexin 1 receptor | O43613 | CHO/OX1R cells, Fluo-8 calcium fluorescence, orexin A | inhibition, % at 5 µM | actives 0.43% (n = 330,000);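 active means inhibition above its plate's threshold, mean inhibition of all tested compounds on the plate plus 3 SD, cut at about 37% in these data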;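 further: 0% = orexin A challenge wells and 100% = SB-334867-A antagonist wells; not every result past the cut was called active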
Target sequence (O43613 whole entry, looked up): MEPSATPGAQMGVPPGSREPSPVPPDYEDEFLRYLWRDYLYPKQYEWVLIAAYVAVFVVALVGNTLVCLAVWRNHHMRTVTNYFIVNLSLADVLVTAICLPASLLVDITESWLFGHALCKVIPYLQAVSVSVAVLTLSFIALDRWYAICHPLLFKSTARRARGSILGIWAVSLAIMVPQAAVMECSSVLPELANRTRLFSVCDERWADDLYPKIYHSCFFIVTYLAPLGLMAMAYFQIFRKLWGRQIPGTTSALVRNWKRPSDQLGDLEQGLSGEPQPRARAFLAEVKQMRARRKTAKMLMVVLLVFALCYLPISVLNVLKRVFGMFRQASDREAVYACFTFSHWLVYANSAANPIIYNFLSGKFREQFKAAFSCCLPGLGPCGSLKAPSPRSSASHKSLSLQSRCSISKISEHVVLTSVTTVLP
Starred values were filed as active, the others as inactive; i = inactive; / = not tested or not shown.

Molecule	CHT allo act	OX1R antagonist
CCSc1ccccc1C(=O)NCc1ccc2c(c1)OCO2	i	-68
Cc1ccccc1NC(=O)C1C2CCCCC21 (stereo not drawn)	i	-8
CC(C)c1nnc(NC(=O)COc2ccc3ccccc3c2)s1	i	-9
NC(=O)/C(=C\c1ccccc1)NC(=O)c1ccc(NC(=O)c2ccccc2)cc1	i	-6
Cc1cc(C)nc(N2CCCC(C(=O)NC3CCCC3)C2)n1 (stereo not drawn)	i	-22
Cc1ccc(S(=O)(=O)N(C)CC(=O)OCc2nnc(-c3ccccc3)o2)cc1	i	-30
CCCCn1c(N)c(N(CC)C(=O)c2ccc(Cl)c(Cl)c2)c(=O)[nH]c1=O	i	-16
Cc1cccc(C)c1NC(=O)CNC(=O)c1cn(-c2ccccc2)nc1-c1ccccc1	i	-13
CC(=O)Oc1cccc(N2C(=O)C3C4C=CC(C4=C(C)C)C3C2=O)c1 (stereo not drawn)	i	-8
CCCn1c(SCC(=O)Nc2nnc(CC)s2)nnc1-c1ccncc1	i	-14
COC(=O)c1cc(S(=O)(=O)Nc2ccc(C)cn2)c[nH]1	i	-1
CC(=O)OCC1(C)CN(c2ccccc2)N(C(=O)c2ccc(F)cc2)C1=O (stereo not drawn)	i	-14
O=C(CSc1nnc(NC(=O)C2CC2)s1)Nc1ccc(F)cc1F	i	-20
CCOc1ncccc1C(=O)Nc1cccc(S(=O)(=O)NC2=NCCC2)c1	/	-21
Cc1cccc(CCNC(=O)c2cc(S(=O)(=O)N3CCCC3)cn2C)c1	i	-30
O=C(c1cc([N+](=O)[O-])ccc1N1CCCC1)N1CCCC1	i	-5
COc1ccc(CC(=O)Oc2ccc(Cl)cc2Br)cc1S(=O)(=O)N1CCOCC1	i	-3
CN(C)/C=C\C(=C/C(=O)C(F)(F)F)Nc1ccccc1Oc1ccccc1	i	-4
O=C(NNS(=O)(=O)c1ccc([N+](=O)[O-])cc1)C1CCCCC1	i	-13
CCOc1ccc(S(=O)(=O)NCCC(=O)NCCc2ccc(OCC)c(OCC)c2)cc1	i	-35
COc1ccc2[nH]c3c(c2c1)CCN1C(=O)C(CC(=O)NCCc2ccccn2)C[C@H](C(=O)N2CCOCC2)[C@@]31CCC1CCCC1 (stereo partly drawn)	/	-38
CCOC(=O)c1cnc(SCc2nc(N)nc(Nc3ccccc3)n2)nc1N	i	38
CCC1CCCCN1C(=O)CSc1nc(N)cc(N)n1 (stereo not drawn)	i	-10
CCOC(=O)C1CCCN(S(=O)(=O)c2ccc3ccccc3c2)C1 (stereo not drawn)	i	-36
O=C(CSc1n[nH]c(=O)n1-c1ccc2c(c1)OCCO2)Nc1ccccc1	i	-13
COC(=O)c1ccccc1NC(=S)N1CCN(c2ccccc2)CC1	i	-34
Cc1ccc(CNCc2ccccc2Cl)cc1	i	11
O=C(NCc1ccccc1Cl)C1CCC(=O)N(CC2CCCCC2)C1 (stereo not drawn)	i	-6
CCN(C(=O)Cn1ccc(C(F)(F)F)n1)c1c(N)n(Cc2ccccc2)c(=O)[nH]c1=O	/	2
Cc1nn(-c2ccccc2)c2nc(N)c(C#N)c(-c3ccc(C(C)(C)C)cc3)c12	i	-12
Nc1nc(NC(=O)CCC(=O)O)nn1-c1ccccc1	i	-9
CCOc1cc(S(=O)(=O)n2cc(-c3ccc(F)cc3)c(N)n2)cc(OCC)c1OCC	i	-20
Cc1ccc(N2C(=O)N(CC(=O)N3CCOCC3)C(=O)C2C)cc1 (stereo not drawn)	i	-3
COc1ccccc1C(CNC(=O)c1ccc(S(=O)(=O)N2CCCCC2)cc1)N(C)C (stereo not drawn)	/	-14
COc1ccc(OC)c(NC2=NC3(CCCCC3)N=C(N)N2)c1	i	-12
C/C=C/C(=O)OCC(=O)NC(=O)NC(C)C	i	-15
Cc1ccc(C(=O)C(C)OC(=O)Cn2[nH]c(=O)c3ccccc3c2=O)cc1C (stereo not drawn)	i	-41
COc1ccc(C(=O)CC(c2ccccc2)C2C(=O)CCCC2=O)cc1 (stereo not drawn)	i	-24
CCOC(=O)c1c(C)[nH]c(C(=O)OCC(=O)NCc2ccc(OC)c(OC)c2)c1C	/	-19
CC(NC(=O)CN1CCN(S(=O)(=O)c2ccc(Br)cc2)CC1)c1ccccc1 (stereo not drawn)	i	-24
CCc1cc2c(=O)[nH]c(-c3ccncc3)nc2s1	i	-8
CCN(CC)S(=O)(=O)c1ccc(N/N=C/c2ccccc2OCC(=O)O)c([N+](=O)[O-])c1	i	-5
O=C(CCCN1C(=O)NC2(CCCC2)C1=O)Nc1ccc(F)cc1	/	2
CCCCNC(=O)/C=C1\Sc2ccccc2NC1=O	i	1
Cc1c(NC(=O)CSc2ccc3ccccc3n2)c(=O)n(-c2ccccc2)n1C	/	-44
CCOC(=O)c1ccc(-n2c(CN3CCC(C(N)=O)CC3)nc3ccc([N+](=O)[O-])cc3c2=O)cc1	i	-15
COCCNCCCOc1ccc(C(C)(C)c2ccccc2)cc1	i	-12
Cc1ccc(/C=C/C(=O)O)cc1S(=O)(=O)Nc1ccc(C(=O)O)cc1	i	-11
C=CCOc1ccccc1CN1CCN(CCc2ccccc2)C(CCO)C1 (stereo not drawn)	i	-42
Cc1cccc2cc3cccc(C)c3nc12	i	-5

(further entries)
Under each structure: CHT allo act	OX1R antagonist
> CCNC(=O)CN1C(=O)NC2(CCCc3cc(OC)ccc32)C1=O (stereo not drawn)
    i	-9
> CCCc1cc(-c2n[nH]c(=S)n2-c2cccc(C)c2)cs1
    i	-20
> CN(C)Cc1c(O)ccc2c(=O)c(-c3ccc(Cl)cc3)coc12
    i	-9
> CC/C(=N\NC(=O)c1nnn(-c2nonc2N)c1-c1ccc2c(c1)OCO2)c1ccccc1
    i	-9
> CC(=O)N1c2ccc(S(=O)(=O)N3CCCC(C(=O)Nc4ccc(C)cc4C)C3)cc2CC1C (stereo not drawn)
    i	-30
> C=CCNC(=O)c1onc(CSc2cccc(OC)c2)c1C(=O)O
    i	0
> O=C(Oc1ccccc1N1C(=O)C2CCCCC2C1=O)c1ccccc1 (stereo not drawn)
    i	-9
> CCCCCN(C(=O)CCC(=O)OCC(=O)N(C)Cc1ccccc1C)c1c(N)n(CCCC)c(=O)[nH]c1=O
    i	-12
> COCc1ccc(CN2CCCC(C(=O)Nc3ccc(-c4cscn4)cc3)C2)o1 (stereo not drawn)
    i	-30
> O=C(CSCc1ccco1)N1CCc2ccccc21
    i	-20
> COc1ccccc1C(C)NC(=O)CCOc1cccc(C)c1 (stereo not drawn)
    i	-24
> Nc1ccccc1Sc1cc(Cl)nnc1Cl
    i	-25
> CCC(=O)NC(=S)Nc1ccc(NC(=O)COc2ccc([N+](=O)[O-])cc2)cc1
    i	10
> CN(C)/C=C(\C#N)C(=O)N/N=C/c1ccc(F)cc1
    i	-1
> CN(Cc1nc2ccccc2c(=O)[nH]1)C(=O)c1ccc(S(=O)(=O)N2CCCC2)cc1
    /	-17
> CCOC(=O)c1c(C)[nH]c(C)c1C(=O)CSc1nnc(N)s1
    i	0
> N#Cc1ccc(COC(=O)CCc2c[nH]c3ccccc23)cc1
    i	-11
> Cn1c(=O)c(C(=O)N2CCc3ccccc32)cc2cccnc21
    i	3
> O=C(NC1CC1)C1=C[C@H](c2coc3ccccc3c2=O)C[C@H](OCCCCO)O1
    i	-17
> CCS(=O)(=O)N1CCC(NC(=O)c2cc(OC)cc(OC)c2)CC1
    i	-10

Taken from above, 14 compounds:
Under each structure: CHT allo act	OX1R antagonist
> C=CCNC(=O)c1onc(CSc2cccc(OC)c2)c1C(=O)O
    i	0
> O=C(Oc1ccccc1N1C(=O)C2CCCCC2C1=O)c1ccccc1 (stereo not drawn)
    i	-9
> CCCCCN(C(=O)CCC(=O)OCC(=O)N(C)Cc1ccccc1C)c1c(N)n(CCCC)c(=O)[nH]c1=O
    i	-12
> COCc1ccc(CN2CCCC(C(=O)Nc3ccc(-c4cscn4)cc3)C2)o1 (stereo not drawn)
    i	-30
> O=C(CSCc1ccco1)N1CCc2ccccc21
    i	-20
> COc1ccccc1C(C)NC(=O)CCOc1cccc(C)c1 (stereo not drawn)
    i	-24
> Nc1ccccc1Sc1cc(Cl)nnc1Cl
    i	-25
> CCC(=O)NC(=S)Nc1ccc(NC(=O)COc2ccc([N+](=O)[O-])cc2)cc1
    i	10
> CN(C)/C=C(\C#N)C(=O)N/N=C/c1ccc(F)cc1
    i	-1
> CN(Cc1nc2ccccc2c(=O)[nH]1)C(=O)c1ccc(S(=O)(=O)N2CCCC2)cc1
    /	-17
> CCOC(=O)c1c(C)[nH]c(C)c1C(=O)CSc1nnc(N)s1
    i	0
> N#Cc1ccc(COC(=O)CCc2c[nH]c3ccccc23)cc1
    i	-11
> Cn1c(=O)c(C(=O)N2CCc3ccccc32)cc2cccnc21
    i	3
> O=C(NC1CC1)C1=C[C@H](c2coc3ccccc3c2=O)C[C@H](OCCCCO)O1
    i	-17

Continued:
Under each structure: CHT allo act	OX1R antagonist
> COc1ccc(-c2nc(C=O)cs2)cc1
    i	-12
> CCOc1ccc(NCc2cc3c(C(C)(C)C)nn(-c4ccccc4)c3[nH]c2=O)cc1
    i	-64
> Cc1ccc(OCC(=O)N(Cc2ccco2)c2c(N)n(Cc3ccccc3)c(=O)[nH]c2=O)cc1C
    /	-30
> COc1cc(C2CC(=O)c3c([nH]c(C(=O)OCCOC(C)C)c3C)C2)cc(OC)c1OC (stereo not drawn)
    i	-1
> NC1=NC(c2ccc(Cl)cc2)N(c2ccc(S(N)(=O)=O)cc2)C(N)=N1 (stereo not drawn)
    i	-5
> COc1ccc(-c2cc(C(=O)N(C)Cc3ccccc3F)c3ccccc3n2)cc1OC
    i	-26
> O=C(CNS(=O)(=O)c1ccc(F)cc1)N1CCN(c2ccc(F)cc2)CC1
    i	-1
> COc1ccc(C2CC(c3ccccc3)n3nnnc3N2)cc1 (stereo not drawn)
    i	-10
> O=C(Cn1c2c(c(=O)n3ncnc13)CCC2)N/N=C/c1ccc(Cl)cc1
    i	-9
> COc1cc(NC(=O)c2cccs2)c(C(=O)OCC(=O)NCc2ccco2)cc1OC
    i	-21
> COCCN=C1NN=C(c2ccc(NC(C)=O)cc2)CS1
    i	0
> CCc1sc(-c2c(C#N)c(N)nc3c2CCCCCC3)cc1[N+](=O)[O-]
    i	-38
> N#CCCN(C(=O)COC(=O)c1cc(=O)[nH]c2ccccc12)c1ccccc1
    /	-18
> Cc1nc(Cl)c(N=Cc2cccc([N+](=O)[O-])c2)c(Cl)n1
    i	0
> NS(=O)(=O)c1ccc(NC(=S)NC(=O)c2ccc(-c3ccccc3)cc2)cc1
    i	1
> O=C(c1cc(-c2ccc(Br)cc2)on1)N1CCCCCC1
    i	-16
> Cc1cc(=O)n2nc(N3CCC(C(=O)NCCc4ccccc4)CC3)sc2n1
    i	-19
> CC(C)(C)c1ccc(OCC(=O)NN2Cc3ccccc3C2=N)cc1
    i	-31
> CC(C)C(=O)NC(=S)Nc1ccc(S(=O)(=O)NC2CCCCC2)cc1
    i	8
> O=S(=O)(c1ccc(Cl)cc1)c1nc(-c2ccco2)oc1N1CCCCC1
    i	-14
> CCc1cc(C(=O)N(C)CC(=O)N(CC(C)C)c2c(N)n(CC(C)C)c(=O)[nH]c2=O)sc1C
    i	-6
> COC(=O)c1ccccc1OCCOc1ccccc1C(=O)OC
    i	-23
> CC(C)c1nnc(NC(=O)Cc2cccs2)s1
    i	0
> COc1ccc(NC(=O)CN2C(=O)NC(c3ccccc3)(c3ccccc3)C2=O)cc1
    i	-15
> CC1C2NC(=O)N(Cc3ccccc3)C1(C)Oc1ccccc12 (stereo not drawn)
    i	-19
> CC(=O)N1C(C(=O)O)CSC1c1ccc(C)cc1 (stereo not drawn)
    i	-14
> COc1ccccc1CCNC(=O)C1CCC(=O)N(C2CCCCCC2)C1 (stereo not drawn)
    i	/
> Cc1ccc(S(=O)(=O)N2CCOCC2)cc1C(=O)Nc1cccc(S(=O)(=O)N2CCCC2)c1
    i	-22
> CS(=O)(=O)c1ccc(Cl)c(NC(=O)C2CC(=O)N(Cc3ccccc3)C2)c1 (stereo not drawn)
    i	-19
> O=C(CN1CCN(c2cccc(Cl)c2)CC1)N1CCCC1
    i	-18
> Cc1cc(C)nc(NC(=O)c2c(-c3ccccc3Cl)noc2C)c1
    i	-9
> CCOC(=O)NCN1C(=O)C2C3C=CC(C3)C2C1=O (stereo not drawn)
    i	5
> O=C(CN1CCN(Cc2ccccc2)CC1)Nc1nc2ccccc2s1
    i	-25
> Cc1cc(=O)oc2cc(OC(C)C(=O)NCCCN3CCCC3=O)c(Cl)cc12 (stereo not drawn)
    i	-16
> O=C(/C=C/c1ccccc1)NCCc1nc2ccccc2[nH]1
    i	2
> CC1CCN(C(=O)c2[nH]cnc2C(=O)NC2CCN(C(=O)OC(C)(C)C)CC2)CC1
    /	-7
> CCOC(=O)c1[nH]c2ccc(Cl)cc2c1NC(=O)c1nonc1C
    i	-8
> COC(=O)/C(=C/Nc1ccc(O)cc1)[N+](=O)[O-]
    i	17
> O=C(Oc1cccc2cccnc12)c1ccc(N2C(=O)C3C4CCC(C4)C3C2=O)cc1 (stereo not drawn)
    i	-3
> COc1ccc(CNC(=O)C/C(C)=N/NC(=O)COc2cccc(C)c2)cc1
    i	-10
> O=C(Cc1cccc([N+](=O)[O-])c1)Nc1cccc(C(=O)N2CCCC2)c1
    /	-6
> CCN(CC)c1ccc(/C=N/NC(=O)c2ccc(Br)o2)cc1
    i	31
> O=C(NCc1ccccc1)c1cccc(COc2ccc(Cl)cc2)c1
    i	-8
> COc1ccc(NC(=O)CC2C(=O)NC3CCCCC3N2C(=O)c2ccc(F)cc2)cc1 (stereo not drawn)
    i	-31
